Source: PubChem BioAssay (National Center for Advancing Translational Sciences (NCATS))
PLK1 PBD block – PLK1 (human) polo-box domain binding inhibition; Plk1 PBD binding of FITC phosphopeptide, fluorescence polarization; Potency, µM, for the others: max response, negative = inhibition, actives largely listed as inhibitors; 360,000 compounds, 2.8% hits; AID 720504; further: potency means the concentration at half of the fitted maximal effect; series mostly up to about 57 µM; on the % scale 0 is the no-effect control and ±100 the full control effect; nearly all actives have a fitted effect of over 65% in size
PI5P4K alpha inh – blocks human PI5P4K alpha kinase activity. P48426. PI5P4Kalpha enzyme, ADP-Glo luminescence, 60 min; stronger effect = lower value. max response, %. 330,000 compounds, 1.2% hits. AID 652105; active means max response of -50% or lower; inconclusive means between -30% and -50%; inactive means -30% or higher; further: value at the top dose of about 77 µM; on the % scale 0 is the no-effect control and ±100 the full control effect
Target sequence (P48426 whole entry, looked up): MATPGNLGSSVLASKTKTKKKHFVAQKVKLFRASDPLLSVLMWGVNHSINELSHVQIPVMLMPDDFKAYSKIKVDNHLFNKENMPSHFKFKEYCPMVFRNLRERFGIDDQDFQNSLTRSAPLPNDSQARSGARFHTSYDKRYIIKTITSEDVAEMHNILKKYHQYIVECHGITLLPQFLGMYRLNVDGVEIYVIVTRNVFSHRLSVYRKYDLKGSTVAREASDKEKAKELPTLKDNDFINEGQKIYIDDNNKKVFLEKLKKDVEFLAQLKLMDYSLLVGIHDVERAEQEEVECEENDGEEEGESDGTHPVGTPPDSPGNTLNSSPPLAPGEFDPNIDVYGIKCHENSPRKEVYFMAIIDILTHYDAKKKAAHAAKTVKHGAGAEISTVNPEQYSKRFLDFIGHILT
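Compounds were pin-transferred onto PI5P4Kalpha and substrate in HEPES pH 7.4 buffer with EGTA, CHAPS and 5% DMSO. ATP (5 microM final) started the reaction, which ran 60 minutes at room temperature before ADP-Glo detection.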
HEK293 tox – cytotoxicity counter-screen for GLP-1 receptor inverse agonists. HEK293 cAMP-luciferase reporter cells, luminescence, 24 h. Potency, µM (highest dose often 38.3 µM), inactives show top-dose activity change, negative = inhibition, usual class: inhibitors. 410,000 compounds, 0.13% hits;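 further: loss of luciferase light is scored as toxicity; potency means the concentration at half of the fitted maximal effect; on the % scale 0 is the no-effect control and ±100 the full control effect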
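Here, cytotoxicity is scored as loss of luminescence. The MLSMR collection was tested on cells seeded in medium containing 10% Nu serum, with a 24 hr compound exposure preceded by 12 hours of culture.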
PTHR1 ag – PTHR1 (human) receptor agonism; Potency, µM (highest dose often 115 µM), without a hit: at the top dose activation, most hits filed as activators; Q03431; HEK293 GP2 PTHR1 cells, GloSensor cAMP luminescence, 1 h; AID 743266; 410,000 compounds, 0.075% hits; further: potency means the concentration at half of the fitted maximal effect; nearly all actives have a fitted effect of over 55% in size; some results filed as inactive show a strong effect at the top dose; inactives centre near -15; many of its hits are not listed in these tables
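HEK-293-derived GP2 cells expressing PTHR1 and a GloSensor cAMP reporter, 3,000/well, plated overnight, given luciferin plus IBMX (each 0.5 mM as added) for 1 h at 37 °C, then compound for 1 h at 37 °C. Luminescence was read after 15 min at room temperature.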
IL-2 act – activates IL-2 in a cell-based reporter assay | IL-2 activation reporter assay, cell-based qHTS; stimulated with anti-CD3/CD4/CD28 beads; in transgenic mouse T cells | activation, % (series mostly up to about 46 µM) | 360,000 compounds, 0.065% hits; in the data active means activation above about 50%; inconclusive means mostly about 30% to 49%; further: 0% is about no effect
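Unstimulated transgenic mouse T cells preincubated 60 min with compound, then stimulated with anti-CD3/anti-CD4-coated beads plus anti-CD28 for 18 h at 37 degrees C. IL-2 response read as EGFP and DsRed fluorescence by plate cytometry.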
GLP-1R agonist – activates the human GLP-1 receptor. 380,000 compounds, 0.007% hits. AID 624172. P43220. Potency, µM (doses to about 45.6 µM), for the others: at the top dose activation, actives largely listed as activators. HEK293 GLP-1R CRE-luciferase, luminescence, 4-6 h; cells express a hypersensitive GLP-1R form; further: potency means the concentration at half of the fitted maximal effect; % of control where 0% means no effect
Target sequence (P43220 whole entry, looked up): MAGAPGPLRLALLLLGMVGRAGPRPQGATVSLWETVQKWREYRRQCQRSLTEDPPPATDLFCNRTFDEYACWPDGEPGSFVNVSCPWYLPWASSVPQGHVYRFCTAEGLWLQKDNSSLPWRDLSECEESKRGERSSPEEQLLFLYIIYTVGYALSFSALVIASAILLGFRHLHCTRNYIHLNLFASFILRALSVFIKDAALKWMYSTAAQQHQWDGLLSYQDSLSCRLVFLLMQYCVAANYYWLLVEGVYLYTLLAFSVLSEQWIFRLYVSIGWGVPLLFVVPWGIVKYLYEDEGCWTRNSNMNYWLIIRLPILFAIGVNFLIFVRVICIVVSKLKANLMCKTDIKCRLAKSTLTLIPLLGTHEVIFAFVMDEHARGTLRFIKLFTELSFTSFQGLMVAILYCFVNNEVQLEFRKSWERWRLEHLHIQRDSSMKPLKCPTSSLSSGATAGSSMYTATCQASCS
EPAC1 antagonist – EPAC1 (human) antagonism | O95398 | EPAC1 GEF assay, Rap1b-BODIPY-GDP exchange fluorescence | Potency, µM (doses to about 115 µM), without a hit: at the highest dose activity change, negative = inhibition, usual class: inhibitors | 360,000 compounds, 0.14% hits;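 further: potency means the concentration at half of the fitted maximal effect; plate controls were vehicle for no effect and positive control for full effect; nearly all actives have a fitted effect of over 50% in size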
EPAC1 agonist – EPAC1 (human) agonism; EPAC1 agonist qHTS, biochemical assay; response scale: 100% = response to 6.5 mM cAMP; 360,000 compounds, 0.073% hits; Potency, µM (series often up to 154 µM), inactives show top-dose activation, most hits filed as activators; O95398; AID 720707; further: potency means the concentration at half of the fitted maximal effect; nearly all actives have a fitted effect of over 60% in size
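Fluorescent GDP-exchange assay: 100 nM EPAC1 with 250 nM Rap1B preloaded with BODIPY-GDP and 50 uM GDP; compounds tested as concentration series, 5 min at room temperature, then read every 5 min for 30 min (ex 480/em 540 nm); normalized to 6.5 mM cAMP.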
GLP-1R inv ag – inverse agonists of human GLP-1 receptor; HEK293 GLP-1R CRE-luciferase, luminescence, 24 h; GLP-1R form is constitutively active; Potency, µM (top dose mostly 38.3 µM), for inactives: at the top dose activity change, negative = inhibition, most hits filed as inhibitors; P43220; 410,000 compounds, 1.6% hits; further: potency means the concentration at half of the fitted maximal effect; on the % scale 0 is the no-effect control and ±100 the full control effect; nearly all actives have a fitted effect of over 55% in size
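Readout was luciferase luminescence, measured 12 min after detection reagent at room temperature. Beforehand, GLP-1R reporter HEK293 cells had sat 12 h, then received compounds for 24 hr at 37 deg C.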
* hit, by the source's call; i = inactive; ? = inconclusive; / = no result given; [ ] = dose if it differs, or a comment. Unless noted, the call rests on the fitted dose curve; in most records, active means well fitted curve in the direction sought with a large enough effect; inconclusive means small, poorly fitted or top-dose-only effect, or another doubt; inactive means no such curve, though single readings can be large; an effect the other way counts as inactive or inconclusive.

1) COc1ccccc1CNC(=O)CCCN1C(=O)COc2ccc(C)cc21
2) COCCNC(=O)C(c1cccs1)N(C(=O)Cn1nnc2ccccc21)c1ccc(OC)cc1 (stereo not given)
3) Cc1nc2nc(CNC(=O)OC(C)(C)C)nn2c(C)c1CCC(=O)Nc1ccc2c(c1)OCO2
4) COCCn1cc(-c2csc(N)n2)c2ccccc21
5) Cc1c(N2C(=O)/C(=C\c3ccc(N(C)C)cc3)N(C)C2=S)c(=O)n(-c2ccccc2)n1C
6) CCn1c(CN2CCN(c3cccc(C)c3C)CC2)n[nH]c1=S
7) COc1ccc(C(O)P(=O)(OCc2ccccc2)c2ccc(N(C)C)cc2)cc1 (stereo not given)
8) CCc1cc2cc(C)c(C)cc2nc1SCC(=O)NNC(=O)c1ccco1

assay / entry,1,2,3,4,5,6,7,8
PLK1 PBD block,-3%,-28%,?,30µM*,56%[activator],-4%,-10%,-4%
PI5P4K alpha inh,/,6,-8,-9,-10,-3,1,/
HEK293 tox,9%,14%,-4%,22%,?,?,-1%,-30%
PTHR1 ag,-17%[57.5 µM],i,-18%,i,i,-3%,i,-14%[57.5 µM]
IL-2 act,0.2,-0.2,2.3,-0.2,19,1.6,4.0,0.0
GLP-1R agonist,-4%,0%,-5%,-3%,-5%,9%,-2%,2%
EPAC1 antagonist,3%,-4%,2%,-9%,-16%,28%,-9%,2%
EPAC1 agonist,0%,4%,-1%,-5%,-8%,-5%,2%,-10%
GLP-1R inv ag,0%,1%,2%,54%[activator],-22%,?,3%,-1%

9) O=C(CCNS(=O)(=O)c1cccs1)Nc1nccs1
10) CCN(CC(=O)Nc1ccccc1C(F)(F)F)C(=O)CCOc1ccc(C)cc1
11) COc1cc(NC(=S)NCc2ccc(S(N)(=O)=O)cc2)c(OC)cc1Cl
12) N=c1oc2cc(O)ccc2cc1C(=O)Nc1ccc(F)cc1
13) CNCc1ccccc1Sc1ccc(OC)cc1
14) CC1(C)Cc2ccccc2-c2nnc(SCc3ccc(C#N)cc3)n21
15) CC(=O)N(CCC1(C(C)C)CCOC(C)(C)C1)Cc1ccco1 (stereo not given)
16) COc1ccccc1-c1nc(C#N)c(N2CCC(Cc3ccccc3)CC2)o1

assay / entry,9,10,11,12,13,14,15,16
PLK1 PBD block,-3%,-9%,-24%,-1%,3%,-6%,-8%,-10%
PI5P4K alpha inh,0,7,-4,-20,-2,/,/,-9
HEK293 tox,8%,15%,14%,288%[activator],1%,1%,-17%,7%
PTHR1 ag,-1%,-4%,-23%,-93%[inhibitor],i,-32%[inhibitor],i,-18%[57.5 µM]
IL-2 act,3.2,-0.2,0.2,-0.8,-0.5,-2.6,-2.1,0.1
GLP-1R agonist,10%,8%,-4%,-4%,0%,10%,0%,12%
EPAC1 antagonist,4%,-21%,-25%,-5%,-3%,8%,-7%,-17%
EPAC1 agonist,5%,23%,-9%,-4%,1%,0%,-6%,1%
GLP-1R inv ag,12%,-34%,5%,39%,?,11%,1%,?

17) COc1cccc(S(=O)(=O)NCc2ccc(C(=O)NCC3CCCO3)cc2)c1 (stereo not given)
18) Nc1nc(SCC(=O)NCc2ccco2)[nH]c(=O)c1-c1ccccc1
19) CSCc1c(C(=O)NC2CCCc3ccccc32)oc2ccccc12 (stereo not given)
20) Clc1ccc(CNC2CCN(Cc3ccccc3)CC2)cc1
21) Cc1cccc2sc(N(CCN3CCOCC3)C(=O)CCS(=O)(=O)c3ccccc3)nc12
22) Cn1nnnc1SCc1nc2scc(-c3ccc(Cl)cc3)c2c(=O)[nH]1
23) NC(Cc1ccc(F)cc1)c1csc(NC(=O)NC(c2ccccc2)c2ccccc2)n1 (stereo not given)
24) CCC(C)NS(=O)(=O)c1ccc(NC(=O)C2CCCO2)cc1 (stereo not given)

assay / entry,17,18,19,20,21,22,23,24
PLK1 PBD block,-6%,-5%,2%,-3%,-24%,-9%,5%,-15%
PI5P4K alpha inh,/,/,-1,3,21,-68*,?,-7
HEK293 tox,3%,4%,-8%,-10%,?,29%,?,-10%[7.66 µM]
PTHR1 ag,-4%,i,i,-26%,-10%,-57%[inhibitor],18%,i
IL-2 act,3.0,-1.3,-0.4,-2.1,-3.8,5.0,-0.1,1.6
GLP-1R agonist,-8%,1%,-1%,3%,1%,0%,-8%,12%
EPAC1 antagonist,4%,-5%,0%,9%,-5%,-29%,-14%,-1%
EPAC1 agonist,-1%,-1%,4%,1%,17%,12%,-17%,1%
GLP-1R inv ag,1%,7%,?,-42%,-14%,-30%,?,7%[7.66 µM]

25) CC1CCC(N2CCN(c3ncccn3)CC2)C1 (stereo not given)
26) Cc1ccc(S(=O)(=O)N2CCN(C(=O)N(C)C)CC2)cc1
27) CC(Sc1nccn1C)C(=O)NC1(C#N)CCCCC1 (stereo not given)
28) COc1cc(C)ccc1OCCCOc1c(Cl)cccc1Cl
29) OCC1(Cc2ccc(F)cc2F)CCCN(CCCc2ccccc2)C1 (stereo not given)
30) CCN(CC)S(=O)(=O)c1cc(C)ccc1SC
31) COc1ccc(CNC(=O)CCc2nnc3ccc(N4CCC5(CC4)OCCO5)nn23)cc1
32) O=C(Nc1ccncc1)c1ccc(Cl)c(S(=O)(=O)N2CCCCC2)c1

assay / entry,25,26,27,28,29,30,31,32
PLK1 PBD block,5%,-1%,-8%,-4%,-2%,-24%,-10%,-8%
PI5P4K alpha inh,9,3,-3,18,4,3,0,-7
HEK293 tox,-1%,16%,1%,6%,-9%,-5%,2%,-8%
PTHR1 ag,-15%[57.5 µM],9%,i,-11%,1%,i,?,-37%
IL-2 act,0.9,0.4,0.3,-3.0,1.5,0.8,-2.4,0.2
GLP-1R agonist,-3%,-5%,-5%,17%,0%,5%,2%,11%
EPAC1 antagonist,-10%,-4%,-13%,?,16%,8%,-10%,-10%
EPAC1 agonist,19%,7%,11%,0%,-3%,1%,-1%,-3%
GLP-1R inv ag,0%,15%,2%,?,?,-21%,14%,?

33) COCCNC(=O)C1CCCN(Cc2ccccc2-c2ccccc2)CC1 (stereo not given)
34) Cc1ccc(NC(=O)CC2NCCNC2=O)cc1 (stereo not given)
35) CCn1nc(C)cc1Nc1ccccc1
36) N#Cc1ccc(C(=O)OCC(=O)N2CCCCCC2)cc1
37) COc1ccc(Cc2nnc(NS(C)(=O)=O)s2)cc1
38) CN(C)c1ccc(NC(=O)c2cnsn2)cc1
39) Cc1ccc(CNc2c(C=O)c(=O)[nH]c3ccccc23)cc1
40) O=c1onc(-c2cccs2)n1Cc1ccccc1

assay / entry,33,34,35,36,37,38,39,40
PLK1 PBD block,-3%,-1%,-10%,-10%,-3%,-12%,-5%,-3%
PI5P4K alpha inh,2,-4,2,6,/,-7,10,0
HEK293 tox,5%,-3%,6%,1%,-3%,16%[0.307 µM],-6%,-19%
PTHR1 ag,i,-9%[57.5 µM],i,5%,-8%,-20%,-2%,-10%
IL-2 act,0.0,1.1,-1.9,0.0,-3.1,-0.6,-0.7,-4.1
GLP-1R agonist,11%,-8%,-8%,17%,-1%,-24%,1%,-1%
EPAC1 antagonist,-2%,8%,-1%,-27%,10%,-14%,-1%,0%
EPAC1 agonist,-27%,-10%,7%,10%,-3%,6%,6%,-6%
GLP-1R inv ag,-2%,0%,1%,55%[activator],8%,2%[0.307 µM],5%,-27%

41) Cc1cc(NC(=O)CN2CCOCC2)n(-c2nc3ccccc3s2)n1
42) Cc1ccc(S(=O)(=O)Nc2cccc(-c3ccc(N4CCCCCC4)nn3)c2)cc1
43) CN(Cc1cnn(C)c1)C(=O)c1cc(COc2c(F)cccc2F)on1
44) Cc1cc(C(F)F)n2ncc(C(=O)N3CCCCC3)c2n1
45) O=C1CCCCc2cc(O)c(O)cc21
46) CCOCCCNC(=O)C(NC(=O)C1CCC(=O)N1)c1ccc(C)cc1 (stereo not given)
47) COc1ccc(-n2ccnc2)cc1
48) Cc1nnc(NC(=O)C2CCN(c3nnnn3-c3ccccc3)CC2)s1

assay / entry,41,42,43,44,45,46,47,48
PLK1 PBD block,-2%,-6%,-26%,0%,?,-2%,-3%,-3%
PI5P4K alpha inh,/,-2,-3,-5,-16,0,6,/
HEK293 tox,12%,-14%,-2%,-4%,-33%,12%,5%,6%
PTHR1 ag,i,i,i,-11%[57.5 µM],i,i,-23%,0%[57.5 µM]
IL-2 act,0.3,-0.1,-0.4,-0.7,-0.5,1.1,1.0,-3.7
GLP-1R agonist,2%,16%,6%,-5%,-2%,0%,-3%,-7%
EPAC1 antagonist,-3%,-12%,-29%,-1%,12%,-23%,-19%,16%
EPAC1 agonist,-8%,2%,-4%,-6%,9%,1%,1%,2%
GLP-1R inv ag,76%[activator],?,7%,4%,3%,46%[activator],-1%,-2%

An excerpt of these results, with tabs.
nr	smiles	PLK1 PBD block	PI5P4K alpha inh	HEK293 tox	PTHR1 ag	IL-2 act	GLP-1R agonist	EPAC1 antagonist	EPAC1 agonist	GLP-1R inv ag
41	Cc1cc(NC(=O)CN2CCOCC2)n(-c2nc3ccccc3s2)n1	-2%	/	12%	i	0.3	2%	-3%	-8%	76%[activator]
42	Cc1ccc(S(=O)(=O)Nc2cccc(-c3ccc(N4CCCCCC4)nn3)c2)cc1	-6%	-2	-14%	i	-0.1	16%	-12%	2%	?
43	CN(Cc1cnn(C)c1)C(=O)c1cc(COc2c(F)cccc2F)on1	-26%	-3	-2%	i	-0.4	6%	-29%	-4%	7%
44	Cc1cc(C(F)F)n2ncc(C(=O)N3CCCCC3)c2n1	0%	-5	-4%	-11%[57.5 µM]	-0.7	-5%	-1%	-6%	4%
45	O=C1CCCCc2cc(O)c(O)cc21	?	-16	-33%	i	-0.5	-2%	12%	9%	3%

This is a subset; the hit share may differ from the screen's.
